E-sel TNF inh: blocks E-selectin expression induced by TNF alpha; HUVEC TNFa-induced E-selectin immunofluorescence, high content; inhibition, % at 2 µM; actives 0.71% (n = 120,000);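 active = inhibition above the batch mean plus 3 SD, and confirmed as a hit on visual image review, cut at about 43% in these data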;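 also: 0% = TNF-stimulated DMSO wells and 100% = unstimulated control wells; not every result past the cut was called active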
NPY-Y2 antag: antagonists of human neuropeptide Y receptor Y2 | NPY-Y2 expressing cells, antagonist mode | inhibition, % at 2.7 µM | actives 0.99% (n = 140,000); in the data active = inhibition above about 17%;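 also: 0% = vehicle with agonist challenge and 100% = reference antagonist with challenge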
Target sequence (P49146 whole entry, looked up): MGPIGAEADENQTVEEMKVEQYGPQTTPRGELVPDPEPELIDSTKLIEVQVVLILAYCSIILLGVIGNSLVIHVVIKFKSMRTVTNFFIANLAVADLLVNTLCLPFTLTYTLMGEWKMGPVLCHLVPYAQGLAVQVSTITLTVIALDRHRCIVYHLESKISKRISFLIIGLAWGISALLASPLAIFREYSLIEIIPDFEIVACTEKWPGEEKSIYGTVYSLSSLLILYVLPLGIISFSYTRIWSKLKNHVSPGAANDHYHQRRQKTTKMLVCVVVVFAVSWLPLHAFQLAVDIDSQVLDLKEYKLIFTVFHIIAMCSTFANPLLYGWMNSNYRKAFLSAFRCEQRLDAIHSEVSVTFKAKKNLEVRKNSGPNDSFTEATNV
Phagocytosis inh: macrophage phagocytosis inhibition | inhibition, % at 5 µM | J774A.1 macrophage IgG-bead phagocytosis, imaging | actives 0.07% (n = 110,000) | AID 1029;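 active = inhibition above the mean of the plate negative controls plus 5 SD, cut at about 13% in these data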;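 also: phagocytic index as fraction of beads internalized from green versus red external bead signal; plate controls were DMSO negative control for no effect and cytochalasin-D positive control for full effect; some results beyond the cut were filed as inactive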
Yeast growth inh: chemicals that inhibit yeast BB579 growth in restrictive medium (lifespan-shortening candidates); S. cerevisiae BB579 growth, OD615, 48 h; inhibition, % at 10 µM; actives 0.51% (n = 140,000);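 active = inhibition above a set limit, 3 SD over the mean compound inhibition, cut at about 44% in these data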; also: inactives centre near -24
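System: DeaD yeast strain BB579; buffer or medium: CSMM-D dextrose restrictive medium; technique: OD at 615 nm; schedule: 4 h cell preincubation, 48 h compound exposure, 30 °C humidified; doses: single 10 µM dose; controls: amphotericin B 10 µg/mL, positive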
PTEN del growth: PTEN-deleted cell growth suppression. viability, % at 10 µM. HCT116 PTEN-null viability, CellTiter-Glo, 60 h; stronger effect = lower value. actives 1.2% (n = 140,000);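 active = viability at or below a set limit, 4 SD under the median of all tested compounds, cut at about 3.7% in these data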;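 also: PTEN knockout HCT116 line with beta catenin targeted HCT116 as companion control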
GALR2 antag: antagonists of human galanin receptor 2 (GALR2) | O43603 | GALR2-expressing cells, antagonist mode | inhibition, % at 4 µM | actives 0.39% (n = 140,000) | AID 828; in the data active = inhibition above about 27%;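 also: cells stimulated with galanin 1-16 at roughly its EC80; 0% = agonist challenge control and 100% = basal control without agonist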
Target sequence (O43603 whole entry, looked up): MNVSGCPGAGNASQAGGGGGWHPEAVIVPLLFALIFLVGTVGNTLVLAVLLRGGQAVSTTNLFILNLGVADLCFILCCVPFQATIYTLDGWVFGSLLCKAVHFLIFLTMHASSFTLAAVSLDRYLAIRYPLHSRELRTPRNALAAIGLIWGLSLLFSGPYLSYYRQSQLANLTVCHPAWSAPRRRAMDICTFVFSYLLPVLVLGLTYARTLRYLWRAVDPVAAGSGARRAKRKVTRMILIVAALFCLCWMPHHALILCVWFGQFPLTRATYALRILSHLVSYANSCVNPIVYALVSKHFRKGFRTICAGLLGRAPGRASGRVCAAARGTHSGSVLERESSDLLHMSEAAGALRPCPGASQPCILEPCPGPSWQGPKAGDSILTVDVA
bCat KO growth: beta-catenin-lacking colon tumor cell growth suppression | actives 1.5% (n = 140,000) | HCT116 beta-catenin knockout viability, CellTiter-Glo, 60 h; stronger effect = lower value | viability, % at 10 µM;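 active = viability at or under a set limit, the compound median less 4 SD, cut at about 6% in these data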;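 also: 0% = Hyamine 1622 control at 20 µM and 100% = untreated cell control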
Measles CPE: protection of cells from measles virus; protection (pct of control), % at 4 µM; AID 841; Measles virus-infected cells, CPE protection, absorbance; actives 1.5% (n = 140,000); in the data active = protection mostly above about 24%, no sharp cut-off; inactive = mostly below about 26%; also: some compounds called inactive have numbers as strong as hits
Yeast lifespan up: yeast lifespan extension; S. cerevisiae growth with nicotinamide, OD615; deaD strain in restrictive glucose medium; inhibition of the nicotinamide effect, % at 10 µM; actives 0.68% (n = 130,000);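 active = inhibition above a set limit, placed 3 SD over the median of all compounds, cut at about 26% in these data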;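 also: 0% = nicotinamide-treated wells and 100% = cells grown without nicotinamide; some compounds called inactive have numbers as strong as hits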
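Material: Modified budding yeast, DeaD strain | Medium: Restrictive glucose medium | Probe or stimulus: 1.5 mM nicotinamide | Dosing: Single dose 10 µM compound, 0.25% DMSO | Times: 48 h at 30 °C | Technique: OD615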
MRP-1 activ: activators of MRP-1. actives 0.61% (n = 140,000). AID 799. viability increase, % at 10 µM. H69AR cells + doxorubicin, viability rescue, CellTiter-Glo;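 active = viability gain under doxorubicin at or above a set limit, the compound median plus 3 SD, cut at about 4.7% in these data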;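 also: MRP-1 overexpressing cells given doxorubicin 25 µM after compound pretreatment; 18-22 h compound pretreatment then 72 h with doxorubicin before readout; 0% = doxorubicin-only wells and 100% = vehicle-treated cells without doxorubicin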
The depositor's hits bear a star; nt = not tested or not shown.

SMILES | E-sel TNF inh | NPY-Y2 antag | Phagocytosis inh | Yeast growth inh | PTEN del growth | GALR2 antag | bCat KO growth | Measles CPE | Yeast lifespan up | MRP-1 activ
Cc1ccc(-c2nnc(Nc3ccccc3)c3ccccc23)cc1S(=O)(=O)NCC1CCCO1 (stereo not given) | -49 | -3 | nt | -74 | 68 | 19 | 77 | 5 | -9 | 0.1
Cc1ccc(OCc2nnc(SCC(=O)Nc3cccc4ccccc34)n2-c2ccccc2)cc1 | 9 | 3 | nt | -13 | 45 | 0 | 54 | 5 | nt | 6.3*
O=C(Nc1cccc(Cl)c1)Nc1ccccc1C(=O)NCc1ccco1 | -1 | 3 | nt | -7 | 79 | 0 | 86 | 4 | -9 | -1.6
CCC(C)(C)C1CCc2c(sc(N)c2C(N)=O)C1 (stereo not given) | nt | -1 | -13 | -30 | 61 | -1 | 67 | -2 | 1 | -0.4
O=S(=O)(NCC1CC1)c1cccc(S(=O)(=O)N2CCCC2)c1 | -54 | 0 | 2 | -41 | 106 | -7 | 94 | 4 | -8 | -2.2
CC1CCN(Cc2nc(-c3ccccc3)no2)CC1 | -38 | 4 | nt | 4 | 92 | 1 | 84 | 6 | -5 | -1.3
CCOC(=O)c1ccccc1NC(=O)Cn1cnc2c(cnn2C(C)(C)C)c1=O | nt | 2 | 1 | -30 | 83 | -9 | 82 | 9 | -2 | -4.0
CC(C)Oc1ccc(C(=O)Nc2nnc(SCC(=O)N3CCOCC3)s2)cc1 | 21 | 1 | -8 | -12 | 100 | -13 | 94 | 7 | -8 | -0.4
COc1ccc(NC(=O)CSc2nc(N)c(-c3ccccc3)c(=O)[nH]2)cc1 | nt | 3 | 1 | -41 | 99 | 10 | 101 | 11 | 2 | -2.6
CC(N)C12CC3CC(C1)CC(C(C)N)(C3)C2 (stereo not given) | 3 | 1 | 3 | -46 | 107 | -9 | 113 | 22 | -11 | -0.8
CC1=NN(c2ccccc2)C(=O)/C1=C\C=C1\N(C)c2ccccc2C1(C)C | -26 | -3 | nt | -10 | 69 | 1 | 75 | 59* | -6 | -0.9
COc1cccc(CNC(=O)C2CCN(S(=O)(=O)c3cccc4cccnc34)CC2)c1 | -25 | -4 | nt | -28 | 92 | 3 | 91 | 9 | 0 | -0.3
Cc1cc2oc(=O)cc(CN3CCN(S(=O)(=O)/C=C/c4ccccc4)CC3)c2cc1C | -7 | 11 | -9 | -10 | 89 | 4 | 87 | 12 | 1 | -0.8
CS(=O)(=O)c1ccc2nc(NC(=O)c3cc4ccccc4o3)sc2c1 | 0 | 1 | -1 | -19 | 81 | -2 | 87 | 23 | -10 | -2.7
Cc1cc(NC(=O)CSc2nc3c(c(=O)n(C)c(=O)n3C)n2C(C)C)no1 | nt | 2 | -3 | -26 | 103 | 13 | 98 | 13 | -5 | -1.9
C=C1c2cc(OC)ccc2NC(=O)N1CC | -5 | -1 | 0 | -43 | 96 | -12 | 96 | 8 | -20 | -1.9
Fc1ccc(OCCCCCN2CCCC2)cc1 | -12 | -2 | -1 | -7 | 80 | -5 | 81 | 0 | -4 | -1.6
CCOc1ccc2[nH]c(C)c(CN(C)C)c(=O)c2c1 | 14 | 0 | 0 | 9 | 102 | 1 | 97 | 5 | -9 | -2.3
CN1C(=O)C2(c3ccccc31)C1CCCC=C1C(C#N)=C(N)C2(C#N)C#N (stereo not given) | -2 | 0 | -1 | -9 | 75 | 15 | 73 | 8 | -6 | -4.9
NC(=O)C1(N2CCCCC2)CCN(C(=O)CSc2nc3ccccc3[nH]2)CC1 | -15 | 0 | nt | -38 | 99 | 4 | 94 | 41* | nt | 1.4
Cc1ccc(N2C(=O)C3ON(c4ccccc4)C(c4ccncc4)C3C2=O)c(C)c1 (stereo not given) | 2 | 2 | nt | -47 | 115 | 4 | 103 | 12 | 6 | -0.7
CN(C)/C=C(\C(=O)c1ccc(F)cc1F)c1nnnn1-c1ccccc1 | nt | 2 | -1 | -14 | 97 | 0 | 92 | 9 | 4 | -0.4
O=C(NCC1CCCO1)c1ccc(CS(=O)(=O)c2ccc(Br)cc2)o1 (stereo not given) | nt | -1 | nt | -1 | 98 | 5 | 98 | 10 | -9 | -1.1
CCC(=O)NC(=S)Nc1cccc(NC(=O)CC)c1 | -10 | 4 | -4 | -34 | 97 | 3 | 94 | 5 | -1 | -2.8
Cc1ccc(N(CN2C(=O)C3CC=CCC3C2=O)C(=O)c2ccco2)cc1Cl (stereo not given) | 17 | 1 | 0 | 20 | 103 | 0 | 92 | 13 | -7 | -2.3
CCn1c(SCCC(=O)Nc2ccccc2)nnc1-c1ccc(OC)cc1 | 22 | 5 | -2 | 3 | 100 | -5 | 103 | 4 | -10 | -0.7
CC(=O)N1CCc2cc(S(=O)(=O)NCCC(=O)Nc3cccc(C)c3C)ccc21 | -26 | 1 | 1 | -23 | 91 | -17 | 92 | 19 | -6 | -2.3
C=CCn1c(COc2ccccc2)nnc1SCc1ccc(C#N)cc1 | 6 | 6 | 1 | -14 | 90 | 13 | 90 | 10 | 12 | -2.5
Cc1ccc(C)c(CN2CCNC2=O)c1 | 22 | 3 | nt | 0 | 82 | 11 | 72 | 4 | -13 | -0.3
C1=Nc2ccccc2CN1c1ccccc1 | 27 | 4 | -7 | 12 | 98 | -5 | 89 | 3 | 2 | -2.0
Cc1nn(-c2ccc(F)cc2)c(Cl)c1/C=N/NC(=O)c1cccs1 | nt | 4 | -12 | -18 | 69 | 8 | 88 | 15 | -3 | -0.7
COc1ccc(CCN2C(=O)CC(NNC(=O)c3ccccc3Br)C2=O)cc1OC (stereo not given) | -33 | 1 | -4 | -9 | 97 | 9 | 95 | 11 | 2 | -2.5
CN(C)S(=O)(=O)N1CCN(S(=O)(=O)c2ccc3ccccc3c2)CC1 | 2 | 2 | 0 | -28 | 67 | 5 | 73 | 10 | -6 | -1.4
Cn1ccnc1SCC(=O)Nc1ccc(Oc2ccccc2)cc1 | -42 | -2 | 0 | -13 | 95 | 5 | 91 | 7 | -12 | 0.8
Cc1nc2scc(-c3ccccc3)c2c(=O)n1N | nt | -1 | 0 | -5 | 104 | -3 | 99 | 6 | -13 | 0.0
CCOCCSc1nnc2nc(C)cc(C)n12 | -12 | 0 | 1 | 26 | 94 | 9 | 97 | 8 | -4 | -1.2
CCOc1ccc(NC(=O)Nc2ccc3c(c2)nnn3C)cc1 | 0 | 1 | -1 | -56 | 111 | 7 | 111 | 7 | -13 | 0.5
Cc1cccc(NC(=O)CSc2nnc(C)n2Cc2ccccc2)c1 | -20 | 3 | nt | -28 | 103 | -8 | 96 | 22 | -2 | -1.9
CCOC(=O)c1c(C)[nH]c(C(C)=O)c1C | -11 | 1 | 0 | -66 | 110 | 12 | 98 | 17 | -13 | -1.2
CC(C)(C)NC(=O)C1CC(=O)OC1(C)C (stereo not given) | -36 | -3 | 0 | -39 | 116 | -4 | 107 | 6 | -6 | 0.2
C=C(C)c1cccc(C(C)(C)NC(=O)N2CCCC2)c1 | -8 | 1 | nt | -37 | 95 | -5 | 96 | 4 | nt | -3.2
Cc1ccc(S(=O)(=O)N(CC(O)CN2CCCCC2)c2ccccc2)cc1 (stereo not given) | -2 | 2 | -1 | 23 | 100 | 4 | 94 | 3 | -4 | -0.5
CCOC(=O)c1oc2ccccc2c1NC(=O)c1ccccc1OC | -7 | 5 | nt | -56 | 86 | -5 | 90 | 10 | -13 | -0.5
O=C(OCCCCN1C(=O)c2ccccc2C1=O)c1ccc(S(=O)(=O)N2CCCC2)cc1 | -53 | 1 | nt | -38 | 107 | 10 | 89 | 0 | -5 | -0.1
COC(=O)c1ccc(Sc2ccc(F)cc2)c(N)c1 | 5 | 2 | 1 | -21 | 87 | 3 | 92 | 7 | -6 | -0.8
Cc1cccc(N/C=C/C(=C(C#N)C#N)N(C)C)c1 | -8 | 1 | 0 | -12 | 91 | 9 | 90 | 21 | -6 | -1.2
CCOc1cc(S(=O)(=O)N(CC)CC)c(OCC)cc1-n1cnnn1 | -12 | 2 | nt | -7 | 76 | 0 | 89 | 2 | -15 | -0.6
CC(C)OCCCNC(=O)CCSc1ccc(Cl)cc1 | 4 | 4 | 0 | -1 | 102 | -9 | 103 | 11 | -13 | -0.8
CCCCCCCCCCOC(=O)c1csc2nnsc12 | -15 | 2 | nt | -20 | 101 | -5 | 92 | 4 | nt | -3.1
CC1(C)Cc2c(sc3c2C2=NCCN2C=N3)CO1 | 10 | -1 | -1 | nt | nt | -14 | nt | nt | nt | nt
More structures:
SMILES | E-sel TNF inh | NPY-Y2 antag | Phagocytosis inh | Yeast growth inh | PTEN del growth | GALR2 antag | bCat KO growth | Measles CPE | Yeast lifespan up | MRP-1 activ
CCOC(=O)C1CCN(Cc2oc(CO)cc(=O)c2O)CC1 | -7 | 0 | 1 | -15 | 88 | 2 | 87 | 7 | -8 | 0.6
COc1ccc(S(=O)(=O)N(C)CC(=O)Nc2ccccc2C(F)(F)F)cc1OC | -9 | 2 | -5 | -9 | 103 | -9 | 104 | 9 | -4 | -3.5
Cc1ccccc1Nc1nc(N)nc(CSCc2c(C)noc2C)n1 | -11 | 3 | 0 | -20 | 83 | 8 | 82 | 2 | -12 | -2.0
O=C(NCCO)/C(=C\c1cccs1)NC(=O)c1cccs1 | nt | 1 | -7 | -18 | 107 | 7 | 102 | 28 | 0 | 1.5
CCN(CC)CCOC(=O)c1ccc(NC(=O)/C=C/c2cccs2)cc1 | 20 | 9 | -6 | -21 | 100 | 11 | 99 | 35 | 1 | 2.6
S=C(c1ccccc1)N1CCN(C(=S)c2ccccc2)CC1 | 2 | 0 | -6 | -2 | 95 | -8 | 98 | 11 | 7 | -0.6
COc1ccc2cc(C3(C)NC(=O)NC3=O)ccc2c1 (stereo not given) | nt | -1 | 0 | -65 | 106 | 8 | 95 | 12 | 4 | 0.4
C=CCNCC(=O)NN=C(c1ccccc1)c1ccccc1 | 14 | 5 | 0 | -4 | 88 | 8 | 106 | 14 | -12 | -2.4
Cc1cc(C(=O)OCC(=O)Nc2ccc(S(=O)(=O)N3CCOCC3)cc2)c(C)o1 | 0 | -4 | 0 | -23 | 82 | 2 | 113 | 5 | 7 | -2.3
C#CCn1cc(/C=N/Nc2nc3ccccc3[nH]2)c2ccccc21 | nt | -1 | -6 | -22 | 7 | 21 | 13 | 39 | -1 | -4.7
O=C1NCCN1C(=O)c1ccco1 | -2 | 3 | -2 | -32 | 99 | -6 | 95 | 21 | 0 | -0.4
CCn1c(COc2cccc(C)c2C)nnc1SCC(=O)N1CCN(c2ccc(OC)cc2)CC1 | nt | 2 | 0 | -71 | 87 | -6 | 81 | 2 | -2 | -0.8
COc1ccc(Oc2nc(C)cc(C)c2S(C)(=O)=O)cc1 | -10 | 1 | nt | -30 | 95 | -8 | 106 | 7 | -10 | -1.1

Bioassay records (PubChem)
